# Screens from PubChem BioAssay.
# TNF necrop inh: blocks TNF-alpha induced death of Jurkat FADD-/- cells. Jurkat FADD-/- TNF necroptosis rescue, ATP luminescence, 24 h; 0 = TNF only, 100 = no-TNF cells. activation (protection from cell death), % at 10 µM. actives 0.068% (n = 220,000);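 active = activation, meaning protection from cell death, of at least 50% relative to plate controls; inactive = activation below 50%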;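 note: necroptosis triggered by 40 ng/mL TNF-alpha added together with compound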
# TRPN1 ag: activates the zebrafish TRPN1 channel. HEK293 zebrafish TRPN1-YFP, Fluo-8 calcium fluorescence; 100% = response to 87 µM carbachol. activation, % at 3 µM. actives 0.18% (n = 220,000). AID 1424;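 active = activation above its plate's cutoff, the mean activation of test wells on that plate plus 3 SD, cut at about 19% in these data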;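 note: 0% = DMSO alone and 100% = 87 µM carbachol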
#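 Material: zebrafish TRPN1-YFP in HEK293 cells. Doses: one dose of 3 µM, 0.3% DMSO. Incubation: dye 1 h 37 °C plus 30 min RT. Measured by: intracellular calcium fluorescence with Fluo-8.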
# BaF3 tox: reduces parental Ba/F3 cell viability, JAK2V617F counter-screen | CellTiter-Glo ATP luminescence | inhibition, % at 5.6 µM | actives 1.1% (n = 220,000) | AID 1486;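 active = inhibition above a per-campaign cutoff, the mean inhibition of all tested compounds plus 3 SD, cut at about 27% in these data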;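 note: 0% = DMSO wells and 100% = JAK Inhibitor I control wells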
# Ba/F3 V617F tox: loss of viability in JAK2V617F-driven Ba/F3 cells; actives 1.1% (n = 220,000); inhibition, % at 5.6 µM; Ba/F3 EpoR-JAK2V617F viability, ATP luminescence; AID 1446;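 active = inhibition above the campaign mean plus 3 SD over all tested compounds, cut at about 24% in these data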;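 note: cytokine-independent growth of Ba/F3 cells driven by EpoR plus mutant JAK2; 0% = DMSO-treated cells and 100% = JAK inhibitor I control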
# CHOP inhibitor: inhibitors of CHOP induction in ER stress response; CHO-K1 CHOP-promoter luciferase, tunicamycin-induced, 15-18 h; inhibition, % at 10 µM; actives 3.8% (n = 220,000); AID 2732;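 active = compounds that reduced the stress-induced luciferase reporter signal by more than about 70% of percent inhibition, limit read from the data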;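 note: 0% = tunicamycin plus vehicle and 100% = wells without tunicamycin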
# Wee1 stabilizer: inhibitors of human Wee1 degradation | HeLa Luc-Wee1K328M stability, luciferase luminescence; 100% = proteasome inhibitor MG132 effect | actives 1.2% (n = 220,000) | P30291 | reporter increase, % at 5 µM;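 active = activation above the mean of all tested compounds plus 3 SD, set per screening run, cut at about 8.8% in these data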;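 note: cells exposed to compound for 20 h before luminescence read; 0% = DMSO alone and 100% = MG132 at 30 µM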
# Target sequence (P30291 whole entry K328M): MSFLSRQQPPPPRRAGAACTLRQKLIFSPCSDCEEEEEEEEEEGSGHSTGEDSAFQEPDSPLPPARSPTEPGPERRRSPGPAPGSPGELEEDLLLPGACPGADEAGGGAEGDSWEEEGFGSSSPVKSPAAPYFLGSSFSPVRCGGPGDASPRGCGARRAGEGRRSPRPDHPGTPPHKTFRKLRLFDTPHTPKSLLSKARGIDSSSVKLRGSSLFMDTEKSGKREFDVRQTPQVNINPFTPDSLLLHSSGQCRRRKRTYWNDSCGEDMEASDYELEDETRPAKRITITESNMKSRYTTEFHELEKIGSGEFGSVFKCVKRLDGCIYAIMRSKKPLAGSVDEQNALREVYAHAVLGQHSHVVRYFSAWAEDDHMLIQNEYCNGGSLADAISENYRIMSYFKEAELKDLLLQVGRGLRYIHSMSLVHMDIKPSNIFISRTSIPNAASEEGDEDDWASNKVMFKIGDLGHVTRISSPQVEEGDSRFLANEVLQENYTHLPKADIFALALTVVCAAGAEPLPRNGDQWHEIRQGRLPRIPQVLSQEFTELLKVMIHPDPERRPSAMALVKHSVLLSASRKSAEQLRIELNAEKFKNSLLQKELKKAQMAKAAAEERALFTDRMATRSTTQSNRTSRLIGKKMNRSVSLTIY
# TRPML3 ag: human mucolipin-3 channel agonism. Q8TDD5. HEK293 TRPML3-YFP, Fluo-8 calcium fluorescence; 100% = the carbachol control signal. activation, % at 3 µM. actives 0.29% (n = 220,000). AID 1448;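 active = activation above its plate's cutoff, the mean activation of the plate's test wells plus 3 SD, cut at about 12% in these data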;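 note: 0% = DMSO only wells and 100% = carbachol wells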
#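 Test system: HEK293 cells stably carrying human TRPML3-YFP; Doses: single dose, 3 µM final nominal compound, 0.3% DMSO final; Schedule: dye loading 1 h 37 °C then 30 min ambient, 125 s read; Technique: Fluo-8 calcium fluorescence; Benchmarks: high control carbachol 87 µM, low control DMSO.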
# PPC-1+TRAIL kill: kills PPC-1 cancer cells in the presence of TRAIL | AID 1443 | PPC-1 cells + TRAIL, ATPLite viability luminescence | actives 0.41% (n = 220,000) | cell killing (% activity), % at 4 µM;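 active = cell killing above 50% in the first pass at 4 µM, then a duplicate retest at 5 µM averaging 50% or more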;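 note: plate controls were cells with TRAIL plus DMSO for no effect and medium-only wells lacking cells for full effect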
# RBBP9 inhibitor: human RBBP9 hydrolase inhibition | recombinant RBBP9, FP-Rh probe fluorescence polarization | inhibition, % at 7.94 µM | O75884 | actives 0.2% (n = 220,000);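 active = inhibition above the campaign mean of all tested compounds plus 3 SD, cut at about 14% in these data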;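 note: plate controls were DMSO wells with RBBP9 for no effect and wells lacking RBBP9 protein for full effect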
# Target sequence (O75884 whole entry, looked up): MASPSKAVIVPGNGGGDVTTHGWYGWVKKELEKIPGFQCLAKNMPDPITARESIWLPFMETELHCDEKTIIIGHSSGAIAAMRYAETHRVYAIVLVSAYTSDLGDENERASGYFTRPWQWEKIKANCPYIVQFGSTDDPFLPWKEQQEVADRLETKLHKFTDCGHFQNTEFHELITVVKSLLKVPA
#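 Controls: DMSO-treated enzyme wells and wells lacking RBBP9 | Material: RBBP9 protein | Technique: Fluorescence polarization | Replication: Single well per compound, no replicates | Buffer or medium: Tris-NaCl-Pluronic buffer, pH 8.0 | Timing: 30 min compound preincubation, 45 min probe labeling, 25 °C | Read-out basis: Percent inhibition from mP, scaled between DMSO and no-protein wells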
# The depositor's hits bear a star; [ ] = remark or other dose.
# Each structure is followed by: Wee1 stabilizer, TNF necrop inh, Ba/F3 V617F tox, BaF3 tox, TRPN1 ag, RBBP9 inhibitor, PPC-1+TRAIL kill, CHOP inhibitor, TRPML3 ag
Cc1ccc(-n2ncc3c(=O)n(-c4ccc(C)c(C)c4)c(C)nc32)cc1
  6, -1.5, -2, 4, -0.9, -3, 16, 73*, 0.3
Cc1c(C)c2ccc(OCC(=O)N3CCOCC3)c(C)c2oc1=O
  3, -0.5, 1, 7, -0.5, -6, 5, -17, 1.5
COc1ccc(OC)c(S(=O)(=O)N2CCC(C(=O)NCc3ccccc3OC)CC2)c1
  -1, -0.2, -3, 6, -1.8, -6, 18, -22, 0.0
Cc1cc(C)c(NC(=O)c2cnn(C)c2)c(C)c1
  2, 0.7, 2, 2, 0.4, -4, 6, -5, 0.6
COCCCNC(=O)CN(CCc1ccccc1)S(=O)(=O)c1ccccc1
  -3, 0.0, 0, 5, -0.7, 1, -12, 7, 0.4
COCCNC(=O)/C(C#N)=C\c1ccc(CNC(=O)C(=O)Nc2ccc(C)c(C)c2)o1
  -1, -2.0, 2, 10, -0.1, 8, 17, 35, 1.0
Cc1ccc(C)c(N2CCN(C(=O)CC3Sc4ccccc4NC3=O)CC2)c1 (stereo not given)
  1, -7.2, 5, 8, 0.0, -9, -1, 59, -1.0
O=C(NCc1cccnc1)c1noc2c1CCCCC2
  -1, 2.7, -5, 1, -1.9, -4, -23, -29, 1.0
c1ccc(-c2onc3cc4c(cc23)OCCO4)cc1
  2, -2.3, -2, 1, 0.1, -8, 2, 42, 0.6
COc1ccc(CCNC(=O)C2CC(c3ccc([N+](=O)[O-])cc3)=NO2)cc1 (stereo not given)
  0, -3.8, 3, 7, 1.5, -4, -4, 11, 0.6
Fc1ccc(-c2n[nH]c(=S)n2-c2ccc3c(c2)OCCO3)cc1
  9.1*, 0.1, -4, -1, 1.1, -5, 11, -3, -0.1
COc1ccc(Cl)cc1NC(=O)CCn1cnc2ccccc2c1=O
  3, 0.1, -3, 2, 2.0, 2, 22, 24, 0.5
Cc1nc2c(C#N)cnn2c2c1CCN2CC1CCCO1 (stereo not given)
  -1, -0.8, 8, 7, 1.6, -4, 1, 22, 2.2
CC1(c2ccc3noc(-c4cccc(F)c4)c3c2)OCCO1
  -2, -0.3, 4, 6, -1.3, -2, 24, 38, -0.6
COc1ccccc1N1CCN(C(=O)CN(c2ccc(C)c(C)c2)S(C)(=O)=O)CC1
  -1, -0.5, -1, 5, 1.7, 4, 24, 0, -0.2
CCOCCn1c(=NC(=O)c2cc3ccccc3oc2=O)sc2cc(S(N)(=O)=O)ccc21
  -3, 1.2, 0, 3, 2.6, 4, 25, 4, 0.7
C=CCn1c(N)cc(=O)nc1SCC(=O)NC(C)c1ccccc1 (stereo not given)
  1, -0.2, 0, 3, 0.1, -3, -6, -4, -0.1
COc1ccc(/C=N\Nc2ncc(F)c(N3CCOCC3)n2)cc1OC
  2, -7.2, -2, -3, 3.8, -4, 6, 15, 1.3
O=C(CC1CCCCC1)N1CCC(c2nc(-c3ccc(S(=O)(=O)N4CCCC4)cc3)no2)CC1
  -1, -12, -2, 6, 0.9, -6, 25, 95*, 0.6
COc1ccc(C(=O)Nc2cc(=O)[nH]c3ncnn23)cc1
  3, -0.4, -1, 2, -0.6, -7, -2, -15, -0.3
COc1cccc(C2CC(c3ccccc3C)n3nc(N)nc3N2)c1 (stereo not given)
  4, -0.1, 0, 5, 2.5, 0, 6, 9, 0.2
CCOC(=O)N1CCN(CC(O)COC2CC(C)CC(C)(C)C2)CC1 (stereo not given)
  -1, -4.0, -2, 2, 1.4, -6, 2, 27, 0.5
COc1ccccc1COC(=O)Nc1c(C)nn(C)c1Cl
  -3, -4.9, -1, 7, 1.3, -4, 10, 18, 0.5
CCOC(=O)N1CCN(C(=O)c2ccc(OC)c(OC)c2)CC1
  -1, -1.2, -2, -1, 0.1, -8, 8, 5, 0.6
Cn1cccc1CC(=O)N/N=C\c1cccs1
  -1, -2.5, 2, 4, 0.3, -7, -3, 24, 0.2
CCN1C(=O)/C(=C\c2cn(CCC#N)nc2-c2ccc(F)cc2)SC1=S
  0, -0.3, -1, 5, 1.9, -2, 18, 39, 0.8
O=C(N/N=C/c1ccc(O)c([N+](=O)[O-])c1)C1CC1(c1ccccc1)c1ccccc1 (stereo not given)
  -3, -2.1, -1, 7, -2.1, -7, 3, -15, -0.9
CC(C(=O)N/N=C/c1ccc(N(C)C)c(Br)c1)N(c1ccccc1)S(C)(=O)=O (stereo not given)
  0, -1.6, 1, 9, -0.3, -3, 6, 29, 0.0
CCOC(=O)c1cn(CC)c2cc(Cl)c([N+](=O)[O-])cc2c1=O
  7, -1.5, 1, 5, 0.5, -6, 2, 1, 0.2
CC(C)(C)c1ccc(C(=O)CSc2n[nH]c(=O)[nH]c2=O)cc1
  2, -0.9, 0, 6, 0.1, -7, -6, -8, 0.2
O=C(COC(=O)c1ccc(S(=O)(=O)N2CCOCC2)cc1)NCc1cccs1
  0, 0.5, -1, 5, -0.8, -8, 14, 2, 0.3
CC1(C)CC(=O)C2=C(C1)N(Cc1ccco1)C(=O)C2(O)C(F)(F)F (stereo not given)
  2, 0.1, 2, 3, -0.3, -7, -4, 14, -0.2
O=C(NCCc1c[nH]c2ccccc12)C(=O)NCC1OCCN1S(=O)(=O)c1cc(F)ccc1F (stereo not given)
  -2, -5.7, 2, 5, 9.2, -4, 13, 25, 1.8
O=C(Nc1ccc(-c2nc3ccccc3[nH]2)cc1)c1ccco1
  3, -0.1, 2, 5, 2.6, -3, 33, -14, 0.6
CCOc1ccc(N2CC(C(=O)NCc3ccccc3)CC2=O)cc1 (stereo not given)
  -1, 0.9, 1, 1, -1.0, -3, 4, 2, 0.4
Cn1c(SCC(=O)c2ccc3c(c2)OCCO3)nnc1C(F)(F)F
  -2, 2.6, 0, 1, 0.4, -1, 26, -12, 1.0
CCOC(=O)CN(C(=O)COc1nc(-c2ccccc2)cc(C)c1C#N)c1ccc(C)cc1
  0, -0.8, 0, -6, 0.6, -4, -7, 13, 0.4
CC1=C(OC(=O)c2ccccc2)C(C)(C)C(c2ccc(Br)cc2)OC1=O (stereo not given)
  -3, 0.9, 0, 4, 0.0, -12, 9, 91*, 0.0
Cc1ccc(Cl)cc1N1CCN(Cc2cc(=O)n3ccsc3n2)CC1
  -2, -1.2, 2, 4, 0.6, -6, 6, 7, 1.3
CCOC(=O)c1ccc(NC(=O)Nc2ccc(OC)c(OC)c2)cc1
  0, -0.3, -1, 3, 2.5, -1, 23, 12, 1.1
O=c1cc[nH]c2cc(Cl)ccc12
  3, 1.0, 0, 6, 2.3, -5, 12, 4, 1.2
CC(=O)c1ccc(OCc2ncc(C(F)(F)F)cc2Cl)cc1
  -2, 4.8, -2, -1, -1.1, -2, 16, -14, 0.2
CC(=O)Nc1cccc(NC(=O)c2cc(-c3cccnc3)nc3ccc(Br)cc23)c1
  2, -16, 3, 3, 5.0, -10, 17, -3, 0.8
COc1ccc(C)cc1S(=O)(=O)NC1CCCCC1C (stereo not given)
  1, 1.5, -3, 1, -0.6, 1, -8, 12, 0.0
O=C(NCCn1ccc2ccccc21)c1ccc2c(c1)OCO2
  2, 0.0, 5, 5, 1.6, -13, 20, -6, -0.1
CCCCCOC(=O)CC(C(=O)OCCCCC)N1CCCCC1 (stereo not given)
  -1, 0.4, -5, 0, -0.5, 1, 17, 51, 0.1
Cc1ccc(CSCCNC(=O)/C=C/c2ccccc2Cl)cc1
  0, -2.9, 1, 3, -1.0, -6, 3, 52, 0.0
O=C(N/N=C\c1c(O)ccc2ccccc12)c1ccc(S(=O)(=O)N2CCCCC2)cc1
  2, -7.2, -3, 9, 0.9, 8, 46, 65, 0.7
CC(C)[C@H](NC(=O)c1ccco1)C(=O)OCC(=O)N1CC(=O)Nc2ccccc21
  14*, 0.1, 1, 7, 0.9, -9, 28, 24, 1.0
CCOC(=O)c1sc2ccccc2c1OC(=O)c1ccccc1
  -1, -4.0, -1, 3, -0.9, -1, -10, 81*, 0.0
O=S1(=O)CCN(Cc2ccccc2Cl)CC1
  -1, -2.2, -1, -1, 0.7, -4, 12, 2, 0.2
CSc1ccc(NC(=O)N2CCN(c3nc4ccccc4s3)CC2)cc1
  -2, -1.5, -3, 1, 0.4, 1, 27, 40, 1.3
COc1ccc(C(=O)Nc2ccc(OC)c(OC)c2)cc1
  -1, -2.3, -1, 2, 0.3, -7, 5, 6, 0.5
Cc1nc(Nc2ccc(S(=O)(=O)N3CCCCC3C)cc2)c2nnn(Cc3ccccc3)c2n1 (stereo not given)
  3, 3.0, -1, 5, 0.7, -5, 15, 74*, 0.3
Cc1nc(-c2ccccc2)cs1
  5, 0.5, -1, 3, 0.4, 1, -1, 12, 0.8
O=C(NCC1CCCO1)c1ccc2c(c1)OCO2 (stereo not given)
  1, 0.0, 2, 1, 0.9, -4, 11, -7, 1.4
Cc1[nH]n(-c2ccccc2)c(=O)c1C(C[N+](=O)[O-])c1ccc(Cl)cc1 (stereo not given)
  -2, 3.0, -5, 3, -0.6, 8, 14, 2, 0.0
Cc1cc(C(=O)CN2C(=O)c3ccccc3S2(=O)=O)c(C)n1-c1ccccc1
  -4, 0.2, 1, 6, 0.0, -9, 26[5 µM], 0, 0.3
CCOC(=O)C1(Cc2cccc(Cl)c2)CCCN(C(=O)c2ccc(C)nc2)C1 (stereo not given)
  1, 0.6, -1, -2, -1.2, -2, 2, 34, 0.5
CCOc1ccccc1NC(=O)CCC(=O)O
  -2, 1.0, -3, -3, 0.4, -4, -2, 7, 0.2
CCOc1ccc(C(=O)NC(C)C2COc3ccccc3O2)cc1 (stereo not given)
  7, 1.8, -4, 1, -1.5, 0, -8, 7, -0.6
N#Cc1ccc2ccn(CC(=O)N3CCCc4ccccc43)c2c1
  0, 1.4, -4, 0, 1.4, -1, 37, -2, -0.2
COc1ccc(C2C(C(C)=O)=C(O)C(=O)N2c2ccc(Br)cn2)cc1 (stereo not given)
  1, -2.5, 1, -4, -0.2, 1, -2, 5, -0.4

# 3 entries out of the list above, arranged by the value under Wee1 stabilizer, falling.
compound | Wee1 stabilizer
CCOc1ccc(C(=O)NC(C)C2COc3ccccc3O2)cc1 (stereo not given) | 7
CCCCCOC(=O)CC(C(=O)OCCCCC)N1CCCCC1 (stereo not given) | -1
Cc1ccc(Cl)cc1N1CCN(Cc2cc(=O)n3ccsc3n2)CC1 | -2
